# Source: PubChem
# Growth percent in the NCI-60 one-dose screen (48 h, 10 µM unless noted): 100 = growth as untreated, 0 = no growth, -100 = all killed.
# MDA-MB-468: MDA-MB-468 breast cancer; hit rate 8.5% among 78,000
# SR: SR leukemia cells; hit rate 8.7% among 73,000; AID 1794780
# K-562: K-562 leukemia | hit rate 7.4% among 78,000 | AID 1794777
# MCF7: MCF7 breast cancer. hit rate 6.3% among 82,000
# CCRF-CEM: CCRF-CEM leukemia; hit rate 7% among 77,000
# RPMI-8226: RPMI-8226 leukemia cells | hit rate 7.5% among 77,000
# MOLT-4: MOLT-4 leukemia cells; hit rate 6.9% among 80,000; AID 1794779
# MDA-MB-231: MDA-MB-231 breast cancer | hit rate 5% among 81,000 | AID 1794789
# Active calls of the source: *; · = no result given; & = joins results of further samples. Rule for the calls: active = growth percent below 10; inactive = the rest.
1) COc1cc(/C=N/NC(=O)c2ccc(OCc3nc4ccc(C)cc4[nH]3)cc2)cc(OC)c1OC
2) CCOC(=O)c1nnc(-c2ccccc2)nc1Cl
3) COc1cc2oc(-c3cccc(C(=O)Nc4cccc([N+](=O)[O-])c4)c3)cc(=O)c2c(OC)c1OC
4) Cc1c(C(N)=O)sc2c1c(=O)n(Cc1ccccc1)c1nncn21
5) CC(C)CN1C(=O)/C(=C\C(=O)c2cc3ccccc3oc2=O)c2ccccc21
6) O=c1[nH]c(-c2ccccc2)nc(CN2CCCCC2)c1O
7) NC(CCCCOc1ccccc1)C(=O)O (configuration not stated)
8) CC(C)(C)NCC(O)COc1c(Br)c(Br)c(Br)c2c1OC(C)(C)C2 (configuration not stated)
9) N#CC(C#N)=C(C#N)c1ccc(N)c(C(=O)O)c1
10) CC(C)CSc1oc(-c2ccccc2)nc1S(=O)(=O)c1ccccc1

assay / entry	1	2	3	4	5	6	7	8	9	10
MCF7	38	90	25	98	58	104	98	-74*	97	92
K-562	18	97	69	·	2.0*	112	100	-35*	·	92
CCRF-CEM	7.7*	70	84	·	37	97	106	-63*	101	87
MDA-MB-468	42	106	33	111	33	111	108	·	119	89
RPMI-8226	7.3*	86	69	115	85	98	106	-73*	106	86
MDA-MB-231	88	105	12	113	87	102	121	-66*	116	89
MOLT-4	4.5*	109	65	·	40	120	96	-56*	110	76
SR	0.6*	·	55	·	35	85	103	-62*	102	92

# The closing 4 entries of the section above lead into the next:
7) NC(CCCCOc1ccccc1)C(=O)O (configuration not stated)
8) CC(C)(C)NCC(O)COc1c(Br)c(Br)c(Br)c2c1OC(C)(C)C2 (configuration not stated)
9) N#CC(C#N)=C(C#N)c1ccc(N)c(C(=O)O)c1
10) CC(C)CSc1oc(-c2ccccc2)nc1S(=O)(=O)c1ccccc1
11) O=C(O)c1ccc(NO)cc1
12) CCOc1ccc(-n2nc(C(=O)Nc3ccc(F)c(F)c3F)nc2-c2cc(OC)c(OC)c(OC)c2)cc1
13) COCCOC(=O)Nc1c(Cl)cccc1Cl
14) COc1ccc(-c2cc(-c3ccccc3)nn(CC(=O)NCCc3ccc(OC)c(OC)c3)c2=O)cc1
15) O=C(CN1CCN(c2cc(=O)n(-c3ccccc3)c3ccccc23)CC1)Nc1ccccc1
16) O=c1ccc2nc(-c3ccccc3)nn(-c3ccccc3)c-2c1
17) CCn1c(C2=C(c3c(O)c4ccccc4c(=O)n3CC)C(=O)c3ccccc3C2=O)c(O)c2ccccc2c1=O
18) C=C1CCC2C3(C)COC(c4cccs4)OC3CCC2(C)C1CC(Sc1ccccc1)C1=CCOC1=O (configuration not stated)
19) CC(OC(=O)Nc1ccccc1)C(=O)OC1CCCCC1 (configuration not stated)
20) Cc1ccc(-c2nc(C#N)c(NCCCN)o2)cc1

assay / entry	7	8	9	10	11	12	13	14	15	16	17	18	19	20
MCF7	98	-74*	97	92	97	79	95	88	62	-67*	93	38	88&95	63
K-562	100	-35*	·	92	75	91	103	105	41	-39*	113	41	91	85
CCRF-CEM	106	-63*	101	87	79	·	·	99	77	-16*	115	1.2*	101&108	106
MDA-MB-468	108	·	119	89	105	90	106	100	22	-82*	99	90	102&100	100
RPMI-8226	106	-73*	106	86	92	87	98	88	69	-8.6*	106	16	103&118	100
MDA-MB-231	121	-66*	116	89	99	74	115	89	73	76	90	89	87&95	96
MOLT-4	96	-56*	110	76	60	·	85	80	73	-38*	109	53	100	99
SR	103	-62*	102	92	81	86	85	85	81	-20*	99	46	101	85

# In the list so far, these contain a halogen:
2) CCOC(=O)c1nnc(-c2ccccc2)nc1Cl
8) CC(C)(C)NCC(O)COc1c(Br)c(Br)c(Br)c2c1OC(C)(C)C2 (configuration not stated)
12) CCOc1ccc(-n2nc(C(=O)Nc3ccc(F)c(F)c3F)nc2-c2cc(OC)c(OC)c(OC)c2)cc1
13) COCCOC(=O)Nc1c(Cl)cccc1Cl

assay / entry	2	8	12	13
MCF7	90	-74*	79	95
K-562	97	-35*	91	103
CCRF-CEM	70	-63*	·	·
MDA-MB-468	106	·	90	106
RPMI-8226	86	-73*	87	98
MDA-MB-231	105	-66*	74	115
MOLT-4	109	-56*	·	85
SR	·	-62*	86	85

# (next part)
21) CCN(CC)CCCC(C)Nc1ccnc2c(OC)cccc12 (configuration not stated)
22) CCCCC(CC)(CC(=N)C(C)(C)C)c1ccccc1 (configuration not stated)
23) N#CC1=C(/N=C/c2ccccc2)Oc2c(ccc3ccccc23)C1c1ccccc1[N+](=O)[O-] (configuration not stated)
24) Cc1c(C(=O)NCCc2ccc(N3CCCCC3)cc2)nn(-c2ccc(Cl)cc2Cl)c1-c1ccc(Cl)cc1
25) C=C1CC[C@@H]2[C@](C)(COC(C)=O)[C@H](OC(C)=O)CC[C@@]2(C)[C@@H]1CC(NCc1ccccc1)C1=CCOC1=O (some centres not stated)
26) CCN(CC)C(=N)N
27) CCCCCCn1c(-c2ccc(C(=O)O/N=C(\N)c3ccc(OC)cc3)cc2)nc(-c2ccccc2)c1-c1ccccc1
28) CCCCCCCCCCOC(=O)c1nn(C(C)=O)c2ccccc12
29) O=C1c2ccccc2C(=O)N1CC#CCN1C(=O)c2ccccc2C1=O
30) COc1c(C)cc([N+](=O)[O-])c(C(C)(C)C)c1[N+](=O)[O-]

assay / entry	21	22	23	24	25	26	27	28	29	30
MCF7	101	84	71	70	30	97	-39*	87	90	96
K-562	121	106	87	59	25	104	-35*	97	77	123
CCRF-CEM	94	102	109	65	21	98	-35*	99	88	93
MDA-MB-468	117	·	101	50	23	114	-6.9*	104	72	90
RPMI-8226	103	127	92	49	3.2*	107	·	103	91	110
MDA-MB-231	107	82	75	76	65	125	-24*	104	105	115
MOLT-4	102	103	98	62	-3.9*	98	-36*	93	68	109
SR	97	114	88	64	21	101	-37*	98	116	133

31) Nc1ccc([N+](=O)[O-])c(C(F)(F)F)c1
32) O=C1CC(c2ccc3c(c2)OCO3)c2snc(-c3cccc(F)c3)c2N1 (configuration not stated)
33) Cc1cccc(/C=C(\C#N)C(=O)c2ccccc2)c1
34) N=c1oc2ccccc2cc1-c1nc(-c2cc3cc(Br)ccc3o2)cs1
35) OCc1cc(Cl)cc(CO)c1O
36) COc1cc(-c2cc(-c3cc4c([nH]c5ccccc54)c(-c4cc(OC)c(OC)c(OC)c4)n3)cc(-c3ccccc3)n2)cc(OC)c1OC
37) CC(=O)OC(C(=O)NC(C(=O)O)C(C)C)c1ccccc1 (configuration not stated)
38) Nc1nc(-c2cccnc2)nc2c1sc(=S)n2-c1ccccc1
39) CS(=O)(=O)N1CCN(c2ncc([N+](=O)[O-])c(N3CCN(S(C)(=O)=O)CC3)n2)CC1
40) CCOC(=O)c1c(NC(=S)Nc2ccc([N+](=O)[O-])cc2)nn(C)c1Nc1ccccc1

assay / entry	31	32	33	34	35	36	37	38	39	40
MCF7	86	91	96	64	91	44	·	94	96	84
K-562	131	74	99	158	158	17	99	106	107	94
CCRF-CEM	101	88	98	74	75	38	98	·	105	98
MDA-MB-468	100	85	102	89	106	8.9*	107	103	85	109
RPMI-8226	105	86	97	77	71	46	92	·	105	91
MDA-MB-231	110	96	98	79	85	46	87	65	102	92
MOLT-4	107	76	100	182	165	18	84	97	103	97
SR	123	81	·	163	289	17	78	113	108	97

# Structures above containing an aryl thioether with sulfur outside any ring:
10) CC(C)CSc1oc(-c2ccccc2)nc1S(=O)(=O)c1ccccc1
18) C=C1CCC2C3(C)COC(c4cccs4)OC3CCC2(C)C1CC(Sc1ccccc1)C1=CCOC1=O (configuration not stated)

assay / entry	10	18
MCF7	92	38
K-562	92	41
CCRF-CEM	87	1.2*
MDA-MB-468	89	90
RPMI-8226	86	16
MDA-MB-231	89	89
MOLT-4	76	53
SR	92	46

# Later entries.
41) CNC(=O)c1cc(Oc2ccc3c(c2)sc2nc(-c4cc(OC)c(OC)c(OC)c4)cn23)ccn1
42) C[C@H](CCC(=O)NCC(=O)NCc1ccc(C(=O)NO)cc1)[C@H]1CC[C@H]2[C@@H]3[C@@H](O)C[C@@H]4C[C@H](O)CC[C@]4(C)[C@H]3CC[C@]12C
43) COc1cccc(-c2nc3occn3c2-c2ccnc(NCCCNS(=O)(=O)c3cccc4ccccc34)n2)c1
44) COc1cc(-c2c(C#N)c(-c3cccs3)nc3c2c(-c2ccccc2)nn3-c2ccccc2)ccc1O
45) CCCc1cc(=O)[nH]c2nncn12
46) CCOC(=O)c1ccccc1OC(=O)Oc1ccccc1C(=O)OCC
47) N#CC1C(=O)NC(=O)CC12CCCCC2 (configuration not stated)
48) Cc1ccc(CCCC(=O)O)cc1
49) Cc1ccc(S(=O)C(c2ccccc2)c2ccccc2)cc1 (configuration not stated)
50) CCCCCCCCNc1ccc(Cl)cc1

assay / entry	41	42	43	44	45	46	47	48	49	50
MCF7	32	97	80	76	100	97	88&105	102	116	94
K-562	29	100	58	66	81	100	91&127	82	101	107
CCRF-CEM	39	99	88	83	95	89	116	114	117	97
MDA-MB-468	4.4*	96	88	95	111	96	122&113	115	101	111
RPMI-8226	21	110	81	94	99	92	115	107	100	105
MDA-MB-231	34	91	66	88	118	100	105&105	105	96	107
MOLT-4	18	98	62	60	85	88	82&123	70	118	100
SR	35	104	91	60	79	98	80&132	75	91	100

# Just MDA-MB-231, for some of the entries so far:
No.	canonical_smiles	MDA-MB-231
41	CNC(=O)c1cc(Oc2ccc3c(c2)sc2nc(-c4cc(OC)c(OC)c(OC)c4)cn23)ccn1	34
42	C[C@H](CCC(=O)NCC(=O)NCc1ccc(C(=O)NO)cc1)[C@H]1CC[C@H]2[C@@H]3[C@@H](O)C[C@@H]4C[C@H](O)CC[C@]4(C)[C@H]3CC[C@]12C	91

# Next section.
51) C=C(CNCCc1ccc(O)cc1)[C@@H]1CC[C@]2(COC3CCCCO3)CC[C@]3(C)[C@H](CC[C@@H]4[C@@]5(C)CCC(NCCO)C(C)(C)[C@@H]5CC[C@]43C)[C@@H]12 (some centres not stated)
52) CC(=O)Nc1nc(-c2n[nH]c(=S)n2-c2ccc(Cl)cc2)cs1
53) C=CCn1c(C)nc2cc(Nc3nc(N4CCCC4)nc4ccccc34)ccc21
54) CC(=O)NC1Oc2ccccc2-c2oc(=O)c(-c3ccccc3)cc21 (configuration not stated)
55) O=C1CCCOc2ccccc21
56) CCOC(=O)CC1CSC(Cc2cccc(F)c2)=N1 (configuration not stated)
57) C[N+](C)(C)CCOC(=O)c1ccc(OCc2ccccc2)cc1
58) O=C(CCCCCCCCC(=O)c1ccccc1)c1ccccc1
59) COc1ccc(Oc2c(OC)cc([N+](=O)[O-])c3ncccc23)cc1
60) C/C(=C/N1CCCCC1C)[C@H]1CC[C@H]2[C@@H]3CCC4=CC(=O)CC[C@]4(C)[C@H]3CC[C@]12C (some centres not stated)

assay / entry	51	52	53	54	55	56	57	58	59	60
MCF7	-84*	105	62	96	105	97	98	117	96	97
K-562	-66*	88	1.9*	85	122	104	96	94	61	60
CCRF-CEM	-51*	110	·	98	93	95	92	104	113	73
MDA-MB-468	-80*	96	105	101	116	105	95	115	94	93
RPMI-8226	-57*	112	55	95	93	101	·	106	98	49
MDA-MB-231	-94*	106	42	99	104	107	97	118	98	90
MOLT-4	·	85	50	99	117	107	98	95	40	69
SR	·	87	5.8*	100	·	111	102	94	117	54

61) Clc1cccc(-c2cnn3cc(-c4ccccc4)cnc23)c1
62) COC(=O)[C@]1(Cc2ccccc2)[C@H](C)C(=O)N1[C@@H](C(=O)NC(C)(C)C)c1ccc(OC)cc1
63) CC1(c2ccc(Cl)cc2)SCCS1
64) CCN(CC)C(=O)Nc1ccc([N+](=O)[O-])cc1
65) CS(=O)(=O)c1ccc(C(=O)N=Nc2c(O)[nH]c3ccc([N+](=O)[O-])cc23)cc1
66) c1ccc(-c2c3c(nn2-c2ccccc2)CCc2cnoc2-3)cc1
67) O=C(OCc1ncc(-c2ccc(C(F)(F)F)cc2)c(NC2CCCCCC2)n1)c1c(F)c(F)c(F)c(F)c1F
68) N#Cc1c(Cl)nc(SCc2ccccc2)nc1-c1ccc(Cl)cc1
69) CCn1c(SCC(=O)Nc2cc(C(F)(F)F)ccc2Cl)nc2ccccc2c1=O
70) COc1ccc(C2[C@@H](Cl)C(=O)N2c2cc(OC)c(OC)c(OC)c2)cc1Cl (some centres not stated)
71) CC(=O)OCC1OC(OC(C)=O)C(NC(=O)NS(=O)(=O)c2ccc(CCNC(=O)c3ccc(Cl)cc3Cl)cc2)C(OC(C)=O)C1OC(C)=O (configuration not stated)
72) O=C(Nc1nc(-c2ccccc2)cs1)c1ccccc1CN1C(=O)c2ccccc2C1=O

assay / entry	61	62	63	64	65	66	67	68	69	70	71	72
MCF7	65	102	108	98	94	73	51	90	29	14	90	103
K-562	75	90	104	98	100	·	32	106	-46*	5.8*	101	94
CCRF-CEM	85	102	127	95	100	67	16	112	-3.3*	9.4*	95	·
MDA-MB-468	95	87	116	103	121	71	17	101	50	2.3*	109	94
RPMI-8226	90	97	117	100	107	52	-6.5*	106	14	9.3*	104	103
MDA-MB-231	81	85	124	115	105	71	81	93	-26*	33	101	119
MOLT-4	78	96	111	101	110	68	79	118	-7.7*	14	106	100
SR	71	98	96	91	102	·	39	107	-16*	5.5*	96	111
